Bioassay records from PubChem BioAssay.
M5 ag: human M5 muscarinic receptor agonists, primary screen, CHO-K1 cells, Fluo-8 calcium fluorescence; Muscarinic acetylcholine receptor M5 (Homo sapiens), P08912; CHO-K1 hM5 cells; 0% DMSO wells, 100% maximal acetylcholine response; activation, % at 3 µM; 360,000 compounds, 0.19% hits; AID 624037, 2012;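 active = activation above the run's mean over test compounds plus 3 SD, cut at about 23% in these data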;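 note: signal is peak over basal fluorescence ratio across the kinetic read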
Target sequence (P08912 whole entry, looked up): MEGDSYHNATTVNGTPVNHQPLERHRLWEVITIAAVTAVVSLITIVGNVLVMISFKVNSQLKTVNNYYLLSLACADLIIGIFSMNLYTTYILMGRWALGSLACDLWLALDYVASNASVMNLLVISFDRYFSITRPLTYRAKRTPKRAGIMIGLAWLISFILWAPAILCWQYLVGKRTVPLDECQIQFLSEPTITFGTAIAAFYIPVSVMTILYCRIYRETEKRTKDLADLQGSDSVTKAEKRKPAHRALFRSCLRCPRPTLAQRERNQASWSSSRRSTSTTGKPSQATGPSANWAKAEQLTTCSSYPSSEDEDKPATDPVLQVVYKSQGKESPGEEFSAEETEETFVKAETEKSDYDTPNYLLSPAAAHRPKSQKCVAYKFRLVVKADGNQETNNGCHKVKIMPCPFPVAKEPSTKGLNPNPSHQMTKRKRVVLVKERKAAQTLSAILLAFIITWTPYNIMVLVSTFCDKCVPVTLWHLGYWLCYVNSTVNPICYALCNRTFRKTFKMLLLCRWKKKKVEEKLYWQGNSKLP
M5 antag: human M5 muscarinic receptor antagonists, primary screen, CHO cells, Fluo-8 calcium fluorescence. Muscarinic acetylcholine receptor M5 (Homo sapiens), P08912. CHO-hM5 cells, ACh EC80. AID 624040, 2012. 360,000 compounds, 0.59% hits. inhibition, % at 3 µM;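 active = inhibition above a per-plate cutoff, the mean of that plate's test compounds plus 3 SD, cut at about 27% in these data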;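 note: 0% = acetylcholine EC80 with DMSO and 100% = DMSO without agonist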
M5 PAM: human M5 muscarinic receptor positive allosteric modulators, primary screen, CHO-K1 cells, Fluo-8 calcium fluorescence; CHO-K1 hM5, ACh EC20 PAM; 0% = ACh EC20, 100% = ACh EC100; activation, % at 3 µM; 360,000 compounds, 0.3% hits; AID 624038, 2012;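 active = activation above the run cutoff, the mean activation of all test compounds plus 3 SD, cut at about 18% in these data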
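system = human M5 receptor in CHO-K1 cells | compound = one concentration, 3 µM final (nominal) | schedule = Post-acetylcholine fluorescence recording 140 s | signal = Fluo-8 calcium dye fluorescence, kinetic read | benchmarks = low control EC20 acetylcholine (0%), high control EC100 acetylcholine (100%) | repeats = singlicate, one well per test compound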
CRFBP-R2 agonist: agonists of CRF-BP/CRF-R2 complex, primary screen, cell-based, HEK293, calcium dye fluorescence, uHTS. CRF-binding protein / CRF receptor 2 complex (human). calcium dye fluorescence (FLIPR); percent of saturating CRF peptide response. activation, % at 13.2 µM. 350,000 compounds, 0.46% hits;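 active = activation of at least 50%, plus an integration ratio under a set limit after plate pattern correction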;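 note: plate controls were neutral control wells without compound for no effect and CRF at EC100 for full effect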
CRFBP-R2 block: antagonists of CRF-BP/CRF-R2 complex, primary screen, cell-based, HEK293, calcium dye fluorescence, uHTS; inhibition, % at 11.8 µM; CRF-induced calcium fluorescence; 350,000 compounds, 0.59% hits;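 active = inhibition of the ligand-induced calcium signal above about 50% at the single tested concentration, limit read from the data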
M4 PAM: human M4 muscarinic receptor positive allosteric modulators, primary screen, CHO-K1 cells, Fluo-8 calcium fluorescence; CHO-K1 hM4/Gqi5, ACh EC20; 0% = ACh EC20, 100% = maximal ACh; activation, % at 3 µM; 360,000 compounds, 0.4% hits; AID 624126, 2012;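 active = activation above its plate's cutoff, the mean activation of sample wells plus 3 SD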; note: some results filed as inactive read as strong as hits
M1 PAM parental: nonselective calcium activators in parental CHO-K1 cells, primary screen, counter-screen for M1 PAM project, cell-based, Fluo-8 calcium fluorescence, full deck, 1536-well. AID 602247, 2012. ATP EC20; 0% at ATP EC20, 100% at ATP max. 360,000 compounds, 0.02% hits. activation, % at 3 µM;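 active = activation above the run cutoff, the mean activation of all test compounds plus 3 SD, cut at about 40% in these data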;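 note: peak over basal fluorescence ratio in a 140 s read after ATP addition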
TAAR1 antagonist: human TAAR1 antagonists, primary screen, Fluo-8 calcium fluorescence, CHO RD-HGA16 cells | Trace amine-associated receptor 1 (Homo sapiens), Q96RJ0 | antagonist | inhibition, % at 3 µM | 360,000 compounds, 1.5% hits;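 active = inhibition above a per-plate cutoff, the mean inhibition of test compounds on that plate plus 3 SD, cut at about 49% in these data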;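 note: 0% = DMSO plus EC80 beta-PEA response and 100% = DMSO alone without agonist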
Target sequence (Q96RJ0 whole entry, looked up): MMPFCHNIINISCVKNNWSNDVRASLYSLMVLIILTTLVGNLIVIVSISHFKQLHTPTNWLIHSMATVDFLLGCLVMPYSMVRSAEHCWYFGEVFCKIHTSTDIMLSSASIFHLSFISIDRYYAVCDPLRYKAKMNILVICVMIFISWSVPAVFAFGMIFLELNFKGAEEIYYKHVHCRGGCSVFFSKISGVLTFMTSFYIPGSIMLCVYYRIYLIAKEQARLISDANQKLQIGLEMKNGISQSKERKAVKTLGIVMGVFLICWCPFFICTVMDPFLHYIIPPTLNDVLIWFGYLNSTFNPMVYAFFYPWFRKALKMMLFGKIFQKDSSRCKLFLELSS
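Assay system: RD-HGA16 CHO cells with stable hTAAR1 and Gα16 / Reagent: EC80 β-phenethylamine stimulus / Doses: 3 µM, single point / Timing: dye loading 75 min at 37 °C, then 30 min room temperature / Measured by: Fluo-8 intracellular calcium dye fluorescence, real-time kinetic reads / Controls: vehicle wells and EC80 agonist wells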
TAAR1 ag: human TAAR1 agonists, primary screen, Fluo-8 calcium fluorescence, CHO RD-HGA16 cells | activation, % at 3 µM | vehicle wells 0%, saturating PEA agonist 100% | 360,000 compounds, 0.99% hits;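 active = activation above the mean activation of all test compounds in the run plus 3 SD, cut at about 38% in these data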
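Test system: RD-HGA16 (CHO) cells co-expressing Gα16 and hTAAR1 | Doses: Single dose, 3 µM | Schedule: 17-24 h seeding, 75 min 37 °C dye, 30 min RT | Evaluation: % activation from peak over basal fluorescence ratio, DMSO-to-PEA scaled | Technique: Kinetic Fluo-8 calcium fluorescence | Benchmarks: Low control DMSO, high control PEA (EC100)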
Numbers without * were called inactive; . = not tested or not shown. Not all compounds are listed (hit frequency here may not be typical).

nr	mol	M5 ag	M5 antag	M5 PAM	CRFBP-R2 agonist	CRFBP-R2 block	M4 PAM	M1 PAM parental	TAAR1 antagonist	TAAR1 ag
1	O=C(O)[C@@H]1C[C@H]1[C@@H](NP(=O)(c1ccccc1)c1ccccc1)c1ccccc1	0.2	11.5	-0.9	-1.8	0.4	5.4	-3.5	-7.7	3.7
2	O=C(c1sc2ccccc2c1Cl)N1CCC2(CC1)OCCO2	3.2	-8.6	0.1	-1.0	-7.2	-2.5	1.2	.	.
3	COc1ccc(-n2c(CN3CCOCC3)nc3ccccc3c2=O)c(OC)c1	-1.1	0.8	-4.3	0.0	-0.8	3.8	4.2	-14.8	1.3
4	CCN1C(=O)/C(=C/c2ccc(N(CC)CC)cc2OC)C(=O)NC1=S	-2.3	-4.6	-0.6	29.6	-46.8	10.5	18.5	2.9	18.1
5	O=P(Oc1ccccc1)(Oc1ccccc1)N1CCN(c2ccc(F)cc2)CC1	-2.8	2.5	-16.6	-1.4	1.6	-8.4	-9.8	29.6	5.2
6	O=c1[nH]c(=O)n(-c2ccc(F)cc2)c(O)c1C=Nc1ccccc1N1CCCC1	-3.7	-3.1	1.5	8.5	3.9	22.5	5.2	5.9	6.1
7	CC(=O)OC1N=C(c2ccc(Cl)cc2)c2cc(Br)ccc2NC1=O (configuration not stated)	-9.3	7.8	2.7	-0.1	9.2	1.6	13.2	-1.4	5.5
8	C[N+]1=C(/C=C/Nc2ccccc2)C(C)(C)c2ccccc21	0.0	8.9	-4.0	2.2	-18.8	1.7	1.5	15.9	1.4
9	CCOC(=O)c1c(N)n(CCN2CCCCC2)c2nc3ccccc3nc12	-0.1	0.7	-0.2	-0.7	-2.7	-4.0	3.5	5.5	1.2
10	COc1ccc(OCC(=O)Nc2ccc(Cl)cc2C(=O)c2ccccc2)cc1	4.1	3.1	17.4	0.1	11.1	11.8	-0.1	-18.9	0.3
11	COc1cccc(CNCCc2ccccc2)c1OC	-3.1	-10.2	6.7	-2.4	-4.4	3.4	11.3	12.8	11.6
12	O=c1[nH]c(=S)n(CCC2=CCCCC2)c(O)c1C=NC1CCN(Cc2ccccc2)CC1	-1.6	-2.5	0.0	0.8	-16.9	-7.4	17.4	14.2	11.6
13	O=c1[nH]c(=O)n(Cc2ccco2)c(O)c1C=NC1CCN(Cc2ccccc2)CC1	-12.6	6.5	-2.4	-1.1	-3.3	-7.1	19.3	5.3	2.0
14	COc1nc(NC(C)C)nc(NC(C)C)n1	-3.0	1.3	-0.6	-0.5	16.7	-0.9	17.0	13.2	9.7
15	Cc1cc[n+](Cc2ccccc2)cc1	-12.0	14.8	1.0	0.7	9.4	-3.7	5.4	-1.1	6.7
16	Cc1ccc(S(=O)(=O)N(C)C)cc1NC(=O)C(C)[N+]12CCN(CC1)CC2 (configuration not stated)	-3.7	5.4	0.9	0.1	4.6	-7.4	5.6	-2.6	7.0

One compound at a time, from the list above. Order of screens: M5 ag | M5 antag | M5 PAM | CRFBP-R2 agonist | CRFBP-R2 block | M4 PAM | M1 PAM parental | TAAR1 antagonist | TAAR1 ag
`Cc1cc[n+](Cc2ccccc2)cc1` as listed: -12.0 | 14.8 | 1.0 | 0.7 | 9.4 | -3.7 | 5.4 | -1.1 | 6.7
`O=c1[nH]c(=O)n(Cc2ccco2)c(O)c1C=NC1CCN(Cc2ccccc2)CC1` as listed: -12.6 | 6.5 | -2.4 | -1.1 | -3.3 | -7.1 | 19.3 | 5.3 | 2.0

Next part:
nr	mol	M5 ag	M5 antag	M5 PAM	CRFBP-R2 agonist	CRFBP-R2 block	M4 PAM	M1 PAM parental	TAAR1 antagonist	TAAR1 ag
17	Cn1c2ccccc2c2c(C(=O)N3CCC4(CC3)OCCO4)cn(C3CCCC3)c(=O)c21	2.6	14.1	-16.0	1.5	-12.7	-8.6	8.4	55.7*	19.6
18	CN1c2ccccc2Oc2ccccc21	-3.6	1.9	1.1	1.3	6.5	5.5	16.9	-26.3	4.5
19	CC1C(c2ccccc2)OC(=O)N1C (configuration not stated)	1.2	14.5	5.9	-1.2	-8.0	6.3	18.4	6.5	-0.3
20	CC(C)[C@H](NC(=O)N1C[C@H]2C[C@@H](C1)c1cccc(=O)n1C2)C(=O)Nc1ccccc1F	1.1	2.1	-3.8	-1.7	12.5	1.4	12.8	-31.5	1.1
21	CC(C)(O)C1C2OC(=O)C1C1(O)CC3OC34C(=O)OC2C14C (configuration not stated)	2.1	-7.9	12.1	-0.3	16.7	-1.1	-1.0	-12.5	0.5
22	CN(C)CCN=Cc1c(O)n(-c2cccc3ccccc23)c(=O)[nH]c1=O	-1.8	10.1	-5.2	-1.8	14.2	-2.3	8.0	-11.5	8.5
23	Cc1ccsc1C(=O)C1CCCN(Cc2cccc(-n3cccn3)c2)C1 (configuration not stated)	-19.1	1.9	-18.6	-1.5	28.9	-18.5	9.4	-11.2	-0.5
24	CN(C)C(=O)Oc1cc(=O)n2c3c(cccc13)CCC2	2.0	-1.2	9.2	0.2	-6.9	22.7	19.2	-13.5	-1.1

Down the list, as entered above:
M4 PAM for entries 17–24, in order: -8.6, 5.5, 6.3, 1.4, -1.1, -2.3, -18.5, 22.7

Continuation.
nr	mol	M5 ag	M5 antag	M5 PAM	CRFBP-R2 agonist	CRFBP-R2 block	M4 PAM	M1 PAM parental	TAAR1 antagonist	TAAR1 ag
25	O=C1NC(=O)N(CCC2=CCCCC2)C(=O)/C1=C/c1ccc(O)cc1	0.5	5.2	-0.2	10.9	-10.1	-0.1	15.5	-1.9	2.6
26	COc1cc(OC)c(OC)cc1CNC(C)C(O)c1ccccc1 (configuration not stated)	0.8	-2.3	-2.4	2.1	-3.8	-2.9	-4.7	11.9	13.3
27	COP(=O)(OC)Oc1ccc(C(O)C(Cl)(Cl)Cl)cc1 (configuration not stated)	5.8	-5.9	15.0	-0.3	8.1	3.1	15.2	21.5	3.2
28	CCOc1ccc(-c2cc(C)[n+](CCN3CCOCC3)c(-c3ccc(OCC)cc3)c2)cc1	-5.6	1.7	2.8	2.5	-16.1	13.3	7.7	-4.5	9.1
29	COC(=O)[C@@H]1C[C@]2(C(=O)O)c3ccccc3N(OOSc3ccccc3)[C@@H]2N1C(=O)OC	3.6	2.2	0.6	0.7	-3.3	4.8	21.3	-6.5	1.2
30	Cc1cc(=O)oc2cc(OCC(=O)N3CCN(C(C)c4ccccc4)CC3)c(Cl)cc12 (configuration not stated)	-1.5	1.4	-1.8	-1.4	-9.0	-1.8	7.8	7.1	6.0
31	NC(=O)Nc1ccc(C(=O)OCC(=O)Nc2ccc(Cl)cc2C(=O)c2ccccc2)cc1	0.8	-0.4	-3.6	-3.9	3.2	-2.0	-3.5	-14.5	2.4
32	COC(=O)C1=C(c2ccccc2)C[C@@H]2CC[C@H]1N2C(=O)NCC1CC1	-3.5	6.0	-2.0	-0.9	-10.4	2.2	10.6	7.7	2.5

Sorted by SMILES length (highest first): part of the list above.
nr	mol	M5 ag	M5 antag	M5 PAM	CRFBP-R2 agonist	CRFBP-R2 block	M4 PAM	M1 PAM parental	TAAR1 antagonist	TAAR1 ag
1	O=C(O)[C@@H]1C[C@H]1[C@@H](NP(=O)(c1ccccc1)c1ccccc1)c1ccccc1	0.2	11.5	-0.9	-1.8	0.4	5.4	-3.5	-7.7	3.7
16	Cc1ccc(S(=O)(=O)N(C)C)cc1NC(=O)C(C)[N+]12CCN(CC1)CC2 (configuration not stated)	-3.7	5.4	0.9	0.1	4.6	-7.4	5.6	-2.6	7.0
32	COC(=O)C1=C(c2ccccc2)C[C@@H]2CC[C@H]1N2C(=O)NCC1CC1	-3.5	6.0	-2.0	-0.9	-10.4	2.2	10.6	7.7	2.5
3	COc1ccc(-n2c(CN3CCOCC3)nc3ccccc3c2=O)c(OC)c1	-1.1	0.8	-4.3	0.0	-0.8	3.8	4.2	-14.8	1.3
26	COc1cc(OC)c(OC)cc1CNC(C)C(O)c1ccccc1 (configuration not stated)	0.8	-2.3	-2.4	2.1	-3.8	-2.9	-4.7	11.9	13.3

(listing goes on)
nr	mol	M5 ag	M5 antag	M5 PAM	CRFBP-R2 agonist	CRFBP-R2 block	M4 PAM	M1 PAM parental	TAAR1 antagonist	TAAR1 ag
33	Cn1cc[n+](C)c1P(=S)(c1ccccc1)c1ccccc1	-10.7	11.8	-10.5	0.2	0.0	-13.0	8.2	-1.4	10.1
34	Cc1ccc(OCC(=O)N2CCN(Cc3cccnc3)CC2)cc1	4.1	0.4	-3.1	-0.7	12.0	3.4	8.5	-16.8	5.5
35	COC(=O)C1=C(c2cccc(C#N)c2)C[C@@H]2CC[C@H]1N2C(=O)NC(C)C	0.0	4.0	3.6	-0.7	-5.2	-2.4	2.0	-4.6	1.8
36	O=C(C(=O)N1CCOCC1)c1cn(Cc2ccccc2F)c2ccccc12	-3.0	2.6	0.5	0.1	-11.8	-3.2	12.8	-3.1	-0.2
37	C=CCN1C(=O)NC(=O)/C(=C/c2c(CCN(C)C(=O)c3ccccc3)cc3c(c2OC)OCO3)C1=O	1.4	4.0	-3.4	0.6	-9.1	-3.0	3.4	-4.6	-1.0
38	CC1=NN(c2ccccc2)C(=O)C1/C=C1\C(=O)NC(=O)N(c2ccc(C)c(C)c2)C1=O (configuration not stated)	0.7	1.8	5.1	-0.8	4.8	6.6	4.2	-12.8	15.8
39	O=C1/C(=C/c2ccccc2)C[C@@]2(O)[C@H]3Cc4ccc(O)c5c4[C@@]2(CCN3CC2CC2)C1O5 (some centres not stated)	-3.6	10.4	-9.4	19.2	11.6	-2.8	9.4	.	.
40	CC1CN(c2ccc([N+](=O)[O-])c3cccnc23)CC(C)N1 (configuration not stated)	-4.2	4.3	-4.6	0.7	-0.4	14.6	11.8	-13.3	-0.9
41	Cn1cc(C(=O)OCC(=O)N2CCCC2)c2ccccc21	1.8	7.8	-1.8	0.3	9.8	2.6	0.4	8.1	1.4
42	COC(=O)C1=C(c2cccc(OCc3ccccc3)c2)C[C@@H]2CC[C@H]1N2C(=O)NCc1ccccc1C(F)(F)F	1.4	3.2	-13.9	9.3	18.7	-14.3	-1.1	12.3	7.2
43	O=c1c2ccccc2nc(-c2cccs2)n1-c1cnccn1	-0.7	-5.9	-4.1	0.1	1.7	2.5	14.5	-16.4	5.3
